# Exocytosis inh = lytic granule exocytosis inhibition; AID 651702; inhibition, % at 10 µM; TALL-104 LAMP-1 surface exposure, flow cytometry; cells stimulated with thapsigargin and PMA; actives 0.66% (n = 360,000);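 active = inhibition above about 55%, limit read from the data; inconclusive = no clear call, values can overlap the other calls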
# aDG glyco up = alpha-DG glycosylation activation; activation, % at 10 µM; actives 0.22% (n = 360,000); Pro5-aDG cells, alpha-DG glycosylation AlphaScreen (IIH6); 0% Pro5, 100% B10-LARGE cell signal;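 active = activation of at least 8% versus controls, or a plate z-score of at least 8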;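 note: Pro5 are CHO cells carrying HIG-tagged alpha-DG that lacks glycosylation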
# ABHD5-PLIN5 inh = ABHD5-PLIN5 protein interaction inhibition; Q00G26+Q8WTS1; Split G. princeps luciferase complementation, luminescence, 4 h; inhibition, % at 4 µM; actives 0.78% (n = 360,000);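 active = inhibition above the mean inhibition across every tested compound plus 3 SD, cut at about 22% in these data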;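 note: 0% = DMSO only wells and the 100% control is not disclosed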
# MC4R antag cAMP = blocks human MC4R cAMP signaling; P32245; MC4R-expressing cells, MTII-stimulated cAMP, LANCE TR-FRET; inhibition, % at 6.5 µM; actives 0.48% (n = 360,000);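 active = inhibition above its plate's cutoff, the mean of tested wells on that plate plus 3 SD, cut at about 29% in these data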;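 note: 0% = Melanotan II alone and 100% = Melanotan II plus saturating MCL0020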
# Target sequence (P32245 whole entry, looked up): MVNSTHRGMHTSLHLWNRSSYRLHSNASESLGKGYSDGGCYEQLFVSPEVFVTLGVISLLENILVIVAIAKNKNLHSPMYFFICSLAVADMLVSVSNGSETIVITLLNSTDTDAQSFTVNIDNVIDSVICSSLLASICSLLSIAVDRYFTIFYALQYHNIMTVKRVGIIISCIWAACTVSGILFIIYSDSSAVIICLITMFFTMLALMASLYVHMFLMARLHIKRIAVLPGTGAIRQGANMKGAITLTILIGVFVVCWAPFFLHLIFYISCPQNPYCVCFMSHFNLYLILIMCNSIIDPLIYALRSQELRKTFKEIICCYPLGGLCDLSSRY
#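 Material: human MC4R-expressing U2OS cells. Probe or stimulus: Melanotan II challenge. Dosing: 6.5 µM single dose. Times: 30-min compound, 1-h challenge, 1-h detection, room temperature. Technique: TR-FRET with Eu-cAMP and labeled anti-cAMP, 671 nm. Replication: singlicate.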
# NOD2 RIPK2 PPI = NOD2-RIPK2 protein interaction inhibition. O43353. CHO BLA complementation NOD2-RIPK2, CCF4 ratio. inhibition, % at 4.98 µM. actives 0.38% (n = 360,000). AID 624267; in the data active = inhibition above about 21%;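 note: 0% = vehicle only and 100% = reference blocker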
# Target sequence (O43353 whole entry, looked up): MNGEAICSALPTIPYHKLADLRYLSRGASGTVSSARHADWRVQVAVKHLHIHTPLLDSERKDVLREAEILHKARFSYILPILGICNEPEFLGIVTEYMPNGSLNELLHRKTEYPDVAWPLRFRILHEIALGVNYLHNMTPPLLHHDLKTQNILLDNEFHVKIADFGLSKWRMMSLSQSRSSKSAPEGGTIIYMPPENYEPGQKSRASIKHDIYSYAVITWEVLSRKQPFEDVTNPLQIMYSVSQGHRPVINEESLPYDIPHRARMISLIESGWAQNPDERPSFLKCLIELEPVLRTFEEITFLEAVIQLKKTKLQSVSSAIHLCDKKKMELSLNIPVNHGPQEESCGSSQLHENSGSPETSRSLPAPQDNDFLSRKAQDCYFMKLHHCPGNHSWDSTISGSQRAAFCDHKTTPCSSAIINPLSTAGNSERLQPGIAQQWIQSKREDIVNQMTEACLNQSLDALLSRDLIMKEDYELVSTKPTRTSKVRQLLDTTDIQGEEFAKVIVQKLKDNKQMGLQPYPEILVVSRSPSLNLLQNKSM
# TLR9-MyD88 inh = inhibitors of human TLR9-MyD88 binding | actives 0.21% (n = 340,000) | Q9NR96+Q99836 | inhibition, % at 4.98 µM | CHO BLA complementation TLR9-MyD88, CCF4 FRET ratio | AID 504734;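 active = inhibition above the mean over all tested compounds plus 3 SD, cut at about 21% in these data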;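 note: 0% = DMSO only wells and 100% = clavulanate BLA inhibitor control wells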
# MC4R ag barr = agonists of human melanocortin 4 receptor (MC4R) beta-arrestin. U2OS MC4R beta-arrestin complementation, luminescence; percent of melanotan II response, DMSO zero. activation, % at 8.9 µM. actives 0.98% (n = 360,000). AID 540308;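 active = activation above a per-plate cutoff, the mean activation of sample wells on that plate plus 3 SD, cut at about 8% in these data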
# N-glyco inh = N-linked glycosylation inhibition | actives 0.23% (n = 360,000) | AID 588692 | D54 ERlucT glycosylation luciferase reporter, 24 h; percent of 100 nM tunicamycin response | reporter increase, % at 12.5 µM;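 active = mean luciferase reporter signal, scaled so untreated is 0 and the glycosylation-blocking control 100, at or above a set limit in every replicate; inconclusive = mean reaches the limit but not every replicate does; inactive = mean below the limit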;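 note: luciferase carries N-glycosylation sites so blocking glycosylation raises the light; 0% = median of neutral control wells and 100% = median of 100 nM tunicamycin wells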
# Vif imaging = HIV Vif inhibition; HEK293T cells, Vif self-association by quenched fluorescence, imaging, 24 h; inhibition, % at 7.49 µM; actives 0.35% (n = 340,000); in the data active = inhibition above about 50%, passing the limit was not always enough; inconclusive = no clear call, values can overlap the other calls; inactive = below about 31%; note: some results filed as inactive read as strong as hits
# ABCB6 inh MLPCN = blocks the human ABCB6 transporter; Q9NP58; K562-ABCB6 porphyrin accumulation, flow cytometry, 1 h; active compounds read low; fluorescence ratio to DMSO, % at 10 µM; actives 0.19% (n = 360,000);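 active = fluorescence ratio to DMSO below 75%, the collection mean minus 3 SD; inconclusive = too few cells collected in the well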;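 note: signal is porphyrin accumulated inside mitochondria; 100% equals median channel fluorescence of DMSO control wells; lower ratio means ABCB6 inhibition with less porphyrin fluorescence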
# The depositor's hits bear a star; ? = inconclusive; / = no result given. Only part of the results is shown; the hit share may differ from the screen's.
SMILES,Exocytosis inh,aDG glyco up,ABHD5-PLIN5 inh,MC4R antag cAMP,NOD2 RIPK2 PPI,TLR9-MyD88 inh,MC4R ag barr,N-glyco inh,Vif imaging,ABCB6 inh MLPCN
Cc1cc(C(=O)N/N=C/c2ccc(-c3ccc([N+](=O)[O-])cc3Cl)o2)n[nH]1,15.0,-0.1,-2.6,6.1,-5.8,-1.9,-1.4,-0.5,-4.5,105.0
Cc1cc(N/N=C/c2ccc(N(C)C)cc2)c2ccccc2n1,13.7,-0.1,-1.2,6.0,3.1,-3.1,0.4,0.4,-2.4,94.0
CCC(C)N(NC(C)=O)c1nc(Cl)nc(NC(C)C)n1 (configuration not stated),-1.0,3.9,3.2,5.1,-8.7,-10.4,-1.2,0.4,8.0,98.0
O=C(NCc1nnc(SCC(=O)N2CCCc3ccccc32)o1)c1ccco1,-14.2,-0.1,0.6,19.0,-1.8,-0.1,-0.3,0.1,-1.2,103.0
COc1ccc(C2CC(c3cccc(C)c3)n3nc(N)nc3N2)cc1 (configuration not stated),-3.2,0.3,9.9,6.5,1.4,-1.3,0.4,2.1,6.4,107.0
Cc1cc(NC(=O)C2CCCO2)ccc1Br (configuration not stated),0.6,-0.2,0.3,-9.0,-6.7,2.3,-1.1,1.6,-2.8,109.0
CCn1c(Cc2ccccc2)nnc1SCC(=O)NC(C)(C)C,-1.8,-0.3,-2.4,11.8,4.5,-2.8,-1.5,1.4,-3.5,101.0
Cc1cccc(NC(=O)C2(C)CC3c4ccccc4C2c2ccccc23)c1 (configuration not stated),-0.8,0.1,-2.7,-1.6,-4.6,7.9,16.9*,6.6,/,99.0
CN1C(=O)/C(=C/c2ccc3c(c2)OCO3)N=C1c1ccccc1,-3.7,0.1,3.4,14.0,-2.6,1.4,0.4,-0.2,2.2,96.0
CCC(C)(C)C1CCC(NC(=O)c2ccc(S(=O)(=O)N3CCOCC3)cc2)CC1 (configuration not stated),-4.1,0.4,0.2,8.4,2.8,2.3,3.0,-9.5,/,95.0
CCCc1ccccc1OCCNS(=O)(=O)c1cc2c(cc1C)OCC(=O)N2,19.2,0.7,1.6,18.1,-8.6,-2.1,7.8,-1.5,-17.2,104.0
O=c1[nH]c(SCCOc2ccccc2)nc2ccccc12,2.2,0.2,-5.4,0.3,-1.4,-8.7,-1.4,-1.6,-3.0,94.0
CC1=CC=CC2=N/C(=N\S(=O)(=O)c3ccc(F)cc3F)c3ccccc3CN12,-0.7,0.8,3.5,2.1,-4.9,-12.5,0.2,0.9,4.0,97.0
Cc1cc2ccccn2c1C(=O)c1nc(NCc2ccccc2)ncc1Cl,2.3,0.0,-5.8,12.8,-1.2,-12.0,-0.1,-3.3,-1.4,102.0
Cc1cccc(Nc2nc(-c3c(C)nc4ccccn34)cs2)c1,3.1,4.4*,-59.8,5.0,3.5,-4.4,2.9,14.0,-6.1,96.0
Cc1nn(-c2ccccc2)c(C)c1C(=O)OCC(=O)NC(=O)NC1CCCC1,-0.8,0.0,-8.9,2.3,10.4,0.8,0.5,1.8,20.4,101.0
COc1ccc([C@H]2C=C3CN(C(=O)OC(C)(C)C)S(=O)(=O)[C@H]3C[C@H]2OC(=O)c2ccc(C(F)(F)F)cc2)cc1,5.0,0.2,-2.4,7.5,-1.7,2.6,1.3,-3.8,/,102.0
O=C(Nc1ccccn1)Nc1ccccc1[N+](=O)[O-],-5.3,0.1,-7.0,-5.4,0.1,3.5,-0.4,3.2,-7.1,96.0
Cc1ccc(C(C)C)c(OCC(=O)NC2CCN(C)CC2)c1,-5.7,0.1,9.9,4.5,-8.6,1.2,-0.7,1.7,6.4,98.0
Cc1ccc(NS(=O)(=O)c2ccc3[nH]c(=O)[nH]c3c2)c(C)c1,1.4,0.4,-10.1,16.1,-4.4,-2.3,1.0,-1.8,22.2,105.0

# Random excerpt: three compounds from above
SMILES,Exocytosis inh,aDG glyco up,ABHD5-PLIN5 inh,MC4R antag cAMP,NOD2 RIPK2 PPI,TLR9-MyD88 inh,MC4R ag barr,N-glyco inh,Vif imaging,ABCB6 inh MLPCN
COc1ccc([C@H]2C=C3CN(C(=O)OC(C)(C)C)S(=O)(=O)[C@H]3C[C@H]2OC(=O)c2ccc(C(F)(F)F)cc2)cc1,5.0,0.2,-2.4,7.5,-1.7,2.6,1.3,-3.8,/,102.0
CC1=CC=CC2=N/C(=N\S(=O)(=O)c3ccc(F)cc3F)c3ccccc3CN12,-0.7,0.8,3.5,2.1,-4.9,-12.5,0.2,0.9,4.0,97.0
Cc1cccc(Nc2nc(-c3c(C)nc4ccccn34)cs2)c1,3.1,4.4*,-59.8,5.0,3.5,-4.4,2.9,14.0,-6.1,96.0

# 2 of the compounds above, tab-delimited.
SMILES	Exocytosis inh	aDG glyco up	ABHD5-PLIN5 inh	MC4R antag cAMP	NOD2 RIPK2 PPI	TLR9-MyD88 inh	MC4R ag barr	N-glyco inh	Vif imaging	ABCB6 inh MLPCN
CC1=CC=CC2=N/C(=N\S(=O)(=O)c3ccc(F)cc3F)c3ccccc3CN12	-0.7	0.8	3.5	2.1	-4.9	-12.5	0.2	0.9	4.0	97.0
Cc1cc2ccccn2c1C(=O)c1nc(NCc2ccccc2)ncc1Cl	2.3	0.0	-5.8	12.8	-1.2	-12.0	-0.1	-3.3	-1.4	102.0

# More results
SMILES,Exocytosis inh,aDG glyco up,ABHD5-PLIN5 inh,MC4R antag cAMP,NOD2 RIPK2 PPI,TLR9-MyD88 inh,MC4R ag barr,N-glyco inh,Vif imaging,ABCB6 inh MLPCN
CC(=O)Nc1ccc(OCC(O)Cn2cncn2)cc1 (configuration not stated),-17.1,-0.1,-7.0,-1.1,0.3,14.4,1.5,0.8,3.5,98.0
COCCOC(=O)c1c(C)n(C)c2ccc(OC(=O)c3ccccc3OC)cc12,7.5,-0.1,2.4,20.2,-23.0,-4.4,0.4,1.2,-14.6,98.0
Cc1nc(NC(=O)C2CC2)sc1C,-2.7,0.3,9.1,0.2,2.8,7.1,2.8,4.4,-5.2,98.0
NC(=O)COC(=O)CC(NC(N)=O)c1ccc(Cl)cc1 (configuration not stated),7.2,0.0,0.8,4.3,-1.9,2.7,-1.8,-0.2,0.6,96.0
O=C(Nc1cc(Cl)ccc1Cl)Nn1cnnc1,1.5,-0.1,9.6,6.4,-7.9,3.9,-2.8,-1.1,-1.9,97.0
O=C(C[C@H]1C/C=C\C[C@@H](Cc2ccc(F)cc2)C(=O)OC[C@@H](Cc2c[nH]c3ccccc23)NC1=O)NCCO,21.9,-0.2,10.5,-1.6,1.4,-1.1,-0.2,1.5,5.3,100.0
O=C(OCC(=O)N1CCc2ccccc21)c1c2c(nc3ccccc13)CCCC2,2.6,-0.3,-3.9,4.4,-0.7,2.6,-1.8,-2.7,0.3,96.0
CCCC(=O)NC(c1ccc(OC)c(OC)c1)c1c(O)ccc2ccccc12 (configuration not stated),-1.3,-0.2,1.3,-0.4,1.4,4.9,-1.5,0.2,10.5,101.0
CCOc1ccc(C(=O)Nc2cccc(C(=O)O)c2)cc1Cl,0.2,0.0,-1.1,10.6,-3.6,-14.9,1.1,-6.6,-2.9,101.0
CCN(CC)S(=O)(=O)c1ccc(/C=C/C(=O)Nc2ccc(Br)cc2F)cc1,-2.7,2.6,-4.5,8.5,-6.9,0.9,-2.0,-6.4,-21.6,94.0
O=C(O)C(C(=O)/C=C/c1ccco1)=C1SCCS1,0.9,0.0,44.8*,-3.0,-3.3,8.9,-1.7,0.5,-0.3,94.0
Cc1cc(C)c(C)c(S(=O)(=O)Nc2cccnc2)c1C,-5.5,0.0,3.0,-6.0,-9.8,-12.5,-0.1,-2.2,1.1,97.0
Cc1cc(NC(=O)CCC(=O)N(c2cccc(F)c2)C(C(=O)NC2CCCC2)c2ccccc2)no1 (configuration not stated),5.8,0.1,0.6,0.0,-3.3,-8.5,2.5,-2.1,-8.2,85.0
CC(C)(C)c1ccc(/C=C(\C#N)C(=O)NC2CC2)cc1,0.6,-0.1,28.2*,-1.8,-3.9,/,-0.6,0.0,-4.9,85.0
CC(=O)NS(=O)(=O)c1ccc2c(c1)Cc1cc(S(=O)(=O)NC(C)=O)ccc1-2,-2.0,0.2,-8.4,-0.2,-1.5,8.3,-0.4,1.4,-3.7,111.0
O=C1COc2ccc(S(=O)(=O)N3CCCCCC3)cc2N1,-8.7,0.0,2.5,7.0,3.5,6.4,-0.6,3.0,0.2,101.0
Nc1c(C(=O)NCc2ccco2)nnn1-c1ccccc1,-2.9,0.2,-2.0,-2.4,10.6,-2.6,-0.9,-1.3,9.0,96.0
CC(C)Nc1nc(NCc2ccccc2)c2sccc2n1,-0.5,0.5,10.3,5.9,-1.2,/,-1.0,4.5,-6.8,97.0
C1=CC2CC1CC2CNCc1ccco1 (configuration not stated),-3.5,0.0,-7.2,2.1,-0.5,-15.6,0.8,0.3,1.2,90.0
CCCn1c(CN2CCN(C(=O)OCC)CC2)nc2cc(NC(=O)CC)ccc21,3.3,0.1,-16.5,-21.8,11.8,-5.1,-0.2,?,-3.4,100.0
Cc1ccc(NC(=O)N2CCCCCC2)cc1C,3.6,-0.3,7.8,-2.4,-4.5,8.4,-0.8,0.7,-0.4,92.0
CCOc1ccc(C2C(C(=O)c3ccc(C)o3)=C(O)C(=O)N2Cc2cccnc2)cc1 (configuration not stated),1.2,-0.1,0.1,-0.5,7.5,2.8,-2.1,3.1,-2.1,100.0
CSc1ccc(CNc2ccc(C)cc2)cc1,-3.4,0.0,-4.7,-0.7,0.9,5.4,3.9,-1.5,-5.9,96.0
CCN1C(=O)[C@H]2[C@@H](c3ccc(-c4ccc(Cl)c(Cl)c4)c(OC)c3)N[C@@](C)(C(=O)OC)[C@H]2C1=O,-3.3,0.8,-9.4,14.1,-1.4,-5.2,0.2,-2.1,-3.1,97.0
Cc1nccn1CC(=O)N/N=C/c1cccc(O)c1,0.9,0.0,1.1,7.4,-5.7,-3.5,1.1,3.6,-3.9,101.0
COc1ccccc1N1CCN(CC(=O)c2c(C)[nH]c3cc(C)ccc23)CC1,2.9,0.4,-2.1,0.5,8.4,6.8,-1.9,-0.2,-2.7,102.0
CN(C)C(=O)COc1ccc2c(-c3ccccc3)cc(=O)oc2c1,-4.7,0.0,-1.0,8.0,-10.1,-6.0,-1.1,0.5,-6.8,102.0
Nn1cnn(Cc2ccccc2)c1=S,1.9,0.1,1.8,-3.9,9.0,-0.3,-0.4,0.9,6.7,85.0
C=CC[C@@H](CC(=O)N(CCO)Cc1ccccc1)C(=O)NC[C@H](OC(=O)[C@@H](CC=C)Cc1ccc(F)cc1)c1ccccc1,-3.3,-0.7,4.9,34.8*,-1.3,-9.5,2.0,-2.3,-11.0,97.0
Cc1cc(C(=O)Nc2ccccc2)c2ccccc2n1,1.9,-0.2,-1.1,1.9,9.3,4.8,-3.0,-0.8,-6.3,107.0
COc1cc(OC)cc(C(=O)N[C@H](C(=O)Nc2ccccc2N2CCOCC2)C(C)C)c1,4.5,-0.3,-3.1,2.9,-5.5,1.1,-2.4,1.2,13.4,91.0
CCCCNC(=O)C1CC(=O)N(CCC(C)C)C1 (configuration not stated),-1.2,-0.1,1.7,6.1,-18.4,-5.7,1.1,1.2,-14.7,100.0
